FBW7 act – activators of human E3 ligase FBW7. Q969H0. AlphaScreen FBW7–phospho-cyclin E peptide binding, activator screen. normalized activity (activation), % at 26.1 µM. actives 0.13% (n = 650,000); in the data active = normalized activity above about 1.9%;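 also: purified mutant Fbw7 with reduced substrate affinity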
GPR151 activ – activates the human receptor GPR151; Q8TDV0; PathHunter beta-arrestin GPR151 cells, luminescence; activation, % at 11.2 µM; actives 1% (n = 650,000); in the data active = activation above about 4.9%;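 also: 0% = median of compound wells and 100% = cells with positive control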
Target sequence (Q8TDV0 whole entry, looked up): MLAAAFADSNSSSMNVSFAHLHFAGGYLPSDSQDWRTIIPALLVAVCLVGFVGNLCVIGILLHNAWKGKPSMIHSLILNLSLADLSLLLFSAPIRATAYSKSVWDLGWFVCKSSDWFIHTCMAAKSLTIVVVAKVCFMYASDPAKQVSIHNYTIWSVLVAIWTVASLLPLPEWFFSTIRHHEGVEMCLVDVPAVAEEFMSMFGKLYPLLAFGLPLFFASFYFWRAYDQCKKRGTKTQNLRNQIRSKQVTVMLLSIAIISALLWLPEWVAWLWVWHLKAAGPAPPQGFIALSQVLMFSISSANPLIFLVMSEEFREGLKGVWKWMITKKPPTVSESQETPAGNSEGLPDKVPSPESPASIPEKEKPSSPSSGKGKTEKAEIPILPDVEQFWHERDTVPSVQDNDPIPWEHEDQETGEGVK
MITF primary – blocks human microphthalmia-associated transcription factor. O75030. AlphaScreen MITF homodimerization, bead proximity signal. inhibition, % at 2.6 µM. actives 0.91% (n = 650,000). AID 1259374; in the data active = inhibition above about 50%;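 also: 0% = vehicle wells with protein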
Target sequence (O75030 whole entry, looked up): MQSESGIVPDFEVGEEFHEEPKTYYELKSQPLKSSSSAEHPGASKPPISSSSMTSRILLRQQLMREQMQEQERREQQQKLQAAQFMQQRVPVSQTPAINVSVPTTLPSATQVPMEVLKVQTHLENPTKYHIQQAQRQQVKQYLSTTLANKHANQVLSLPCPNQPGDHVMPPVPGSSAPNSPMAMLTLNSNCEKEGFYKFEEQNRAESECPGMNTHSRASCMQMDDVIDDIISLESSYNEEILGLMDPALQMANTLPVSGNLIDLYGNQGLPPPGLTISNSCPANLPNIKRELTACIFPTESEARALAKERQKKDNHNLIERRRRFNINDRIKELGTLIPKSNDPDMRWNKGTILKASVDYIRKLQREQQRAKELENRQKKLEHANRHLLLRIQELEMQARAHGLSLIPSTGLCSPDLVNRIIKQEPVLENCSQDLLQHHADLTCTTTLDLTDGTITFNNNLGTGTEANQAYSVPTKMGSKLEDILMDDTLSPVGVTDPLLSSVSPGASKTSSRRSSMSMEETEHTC
TEAD-YAP block – TEAD-YAP interaction inhibition; HEK-TIYL cells, TEAD-Gal4/YAP UAS-luciferase luminescence; inhibition, % at 9.12 µM; actives 1.4% (n = 640,000); AID 1259422; in the data active = inhibition above about 32%;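 also: 0% = median of test compound wells and 100% = reference inhibitor wells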
* marks the source's active call; other numbers are inactive results.

SMILES	FBW7 act	GPR151 activ	MITF primary	TEAD-YAP block
CN1CCN(C(c2ccccc2)c2nnnn2Cc2ccc3c(c2)OCO3)CC1 (stereo not drawn)	-0.1	1.6	8	-1
O=c1[nH][nH]c(=S)n1CC1CCCO1 (stereo not drawn)	0.2	2.4	14	-15
CCOCCCNC(=O)c1cn(C)c2ccc(S(=O)(=O)N3CCC(C)CC3)cc2c1=O	0.2	2.0	19	9
COC(CNC(=O)CCc1c(C)nc2cc(-c3cccc(F)c3)nn2c1C)OC	-0.1	0.1	4	5
COCCO[C@H]1[C@H](NC(=O)C(C)C)c2ccccc2C12CCN(C(=O)C1CCCC1)CC2	-0.1	-0.6	-4	7
COc1ccc(Cn2c(SCC(=O)Nc3ccc(C)c(Cl)c3)nc3ccsc3c2=O)cc1	-0.1	-0.3	0	1
COc1cccc(-c2cn3c4c(=O)n(C)c(=O)n(C)c4nc3n2CCCN2CCOCC2)c1	-0.1	1.5	3	11
Cc1ccc(NC(=O)CC2SC(N)=NC2=O)c(Br)c1 (stereo not drawn)	0.0	0.1	2	-8
O=C(Cn1ncc2c(=O)oc3ccccc3c21)N1CCc2ccccc21	-0.1	-0.3	2	2
CCC(NC1CCN(c2nc(C)c3cc(C)c(C)cc3n2)CC1)c1ccncc1 (stereo not drawn)	0.4	-0.4	-7	-4
Cc1ccccc1-n1c2nc(=O)n(C)c(=O)c-2cc2ccccc21	-0.1	-1.0	-10	-5
COc1ccc(C2NC(=S)NC(C)=C2C(=O)Nc2ccc(Cl)cc2)cc1OC (stereo not drawn)	0.0	-0.8	0	10
CCCOc1ccc(N2C(=O)CC(N3CCN(C(=O)c4ccco4)CC3)C2=O)cc1 (stereo not drawn)	0.0	2.1	11	1
CN(CC(=O)Nc1cccc([N+](=O)[O-])c1)S(=O)(=O)c1ccccc1	0.6	0.3	1	0
CC1(C)CC(=O)C2=C(C1)OC(c1ccc([N+](=O)[O-])cc1)C(C#N)=C2N (stereo not drawn)	0.7	0.4	11	0
NC(=O)c1ccnc(-c2csc3ccccc23)c1	0.0	0.6	-8	-11
Cc1ccc2nc(-c3ccc(NC(=O)N4c5ccccc5Sc5ccccc54)cc3)sc2c1	-0.1	1.3	8	-13
CCOc1ccc(N2C(=O)c3ccccc3NC2c2ccc(N(C)C)cc2)cc1 (stereo not drawn)	0.0	1.6	-3	-45
O=C(CNC(=S)NC(=O)C1CCCCC1)c1ccccc1	0.2	1.8	6	-30
Nc1nc2ccc(NC(=O)C3CCCCC3)cc2s1	-0.1	0.4	5	-29
COc1ccc(C2=C(c3ccc(OC)cc3)C3(c4ccccc4)C(=O)C2(c2ccccc2)C2C(=O)N(c4cccc(C(=O)O)c4)C(=O)C23)cc1 (stereo not drawn)	-0.1	-0.3	-7	8
CSc1ccccc1C(=O)Nc1cccc(-c2nc3ccccc3o2)c1	0.4	2.4	2	-24
O=C(Nc1cc(Cl)ccc1O)c1cc2ccccn2n1	0.6	-0.5	17	-67
Cc1nc2c(c(=O)[nH]1)CN(Cc1ccc(N3CCCCC3)cc1)CC2	0.0	0.5	9	1

The last 2 compounds of the part above open the next one.
SMILES	FBW7 act	GPR151 activ	MITF primary	TEAD-YAP block
O=C(Nc1cc(Cl)ccc1O)c1cc2ccccn2n1	0.6	-0.5	17	-67
Cc1nc2c(c(=O)[nH]1)CN(Cc1ccc(N3CCCCC3)cc1)CC2	0.0	0.5	9	1
c1nc2nc(N3CCN(Cc4ccc5c(c4)OCO5)CC3)nc(NCCN3CCOCC3)c2[nH]1	0.1	0.1	16	-4
CC(C)CCNC(=S)NC(=O)c1ccccc1	-0.1	1.2	8	-24
CC(=O)Nc1cccc(N=Cc2cc(Br)cc(C)c2O)c1	-0.3	0.9	1	10
CC(=O)c1ccc(NC(=O)/C=C/c2ccccc2Cl)cc1	0.1	0.9	-5	-52
Cc1cc(NCc2ccc(-n3cncn3)cc2)ccc1Br	0.0	2.7	-6	-4
COc1ccc(/C(C)=N/NC(=O)c2ccc(N)cc2)c(OC)c1	0.0	0.5	3	-31
COc1ccc(Cl)cc1NC(=O)CN(Cc1ccccc1)S(=O)(=O)c1ccccc1	0.0	1.1	1	-3
O=C(CN1C(=O)c2cccc3cccc1c23)Nc1ccc(Br)cc1	0.0	0.2	3	-4
O=C1Nc2c(c3ccccc3oc2=O)Nc2ccccc21	0.1	0.1	9	7
Cc1ccc(CN(C)S(=O)(=O)c2c(C)noc2/C=C/N(C)C)cc1	0.3	-0.8	13	7
Cc1ccc(CC(=O)Nc2ccc3nc(C)sc3c2)c(C)c1	0.1	-1.1	8	3
Cc1ccc(NC(=O)C2CCC(CNc3c(N4CCC(C)CC4)c(=O)c3=O)CC2)c(C)c1 (stereo not drawn)	-0.1	0.5	0	4
COc1ccc(Cn2c(SCC#N)nc3c(sc4ccccc43)c2=O)cc1	-0.1	0.5	2	-6
O=C(Nc1ccccc1C(F)(F)F)c1ccc(-c2cccc([N+](=O)[O-])c2)o1	0.1	0.3	-10	-36
COc1cccc(NC(=O)CCSc2ccc(C)cc2)c1	0.4	-1.6	11	-2
Cc1cc(NC(=O)CN2CCN(c3ccc(F)cc3)CC2)no1	0.1	0.1	54*	-1
Cc1ccc(NC(=O)c2cc(S(=O)(=O)NCc3ccccc3Cl)ccc2F)cc1F	0.0	1.1	1	-2
COc1ccc(C2C(C(=O)Nc3ccc(C)cc3Br)c3cc(OC)c(OC)cc3C(=O)N2C)cc1OC (stereo not drawn)	-0.3	-0.5	-8	-2
COc1cc2nc(NC3CCN(Cc4ccccc4)CC3)nc(Nc3ccccc3)c2cc1OC	-0.1	-0.2	-1	-4
O=C(NCC(=O)N1CCN(S(=O)(=O)c2c(F)cccc2F)CC1)c1ccccc1F	0.1	3.3	0	10
Cc1cc(S(=O)(=O)O)cc(C)c1N	0.0	2.3	2	6
CC1CN(C(=O)c2ccccc2C(=O)c2ncc[nH]2)CC(C)O1 (stereo not drawn)	-0.1	4.0	-1	-1
Cc1[nH]n(-c2ccccc2)c(=O)c1C(c1ccccn1)c1c(C)[nH]n(-c2ccccc2)c1=O	-0.6	-0.6	3	-3
N#Cc1ccc(C2(O)CN(c3ccccc3)C3=[N+]2CCCS3)cc1 (stereo not drawn)	0.1	1.8	7	-2
CC1(C)Cc2c(sc3ncnc(NNC(=O)c4ccccc4)c23)CO1	-0.1	6.3*	-4	6
COc1ccc(OC)c(NC(=O)c2ccc(I)cc2)c1	0.0	-0.8	0	-7
COc1ccc2oc(C)c(C(=O)OC(C)C)c2c1	0.4	-0.7	13	-7
COc1cc(C(=O)NCCc2cccc(Cl)c2)cc(OC)c1OC	-0.1	-0.8	-1	1
C[C@H]1C(=O)N2CCN(Cc3cn(C)nc3-c3ccccc3)C[C@@H]2C(=O)N1C	0.5	-0.7	11	8
Cc1ccccc1NC(=O)CCSCCc1ccccn1	-0.2	0.2	3	-1
Cc1cc(C)c2sc(NC(=O)CCC3CCCC3)nc2n1	-0.3	5.3*	-6	-11
COc1ccc(C)cc1N(C)C(=O)Cn1ncc2c(=O)oc3ccc(C)cc3c21	-0.1	0.0	11	12
N#C/C(=C\c1cn(Cc2ccc(Cl)cc2)c2ccccc12)C(N)=O	-0.4	-0.7	-10	-6
CC(C)c1cccc(OCCOCCNCCO)c1	-0.2	-0.2	22	4
CCOC(=O)COc1ccc(C=C2C(=O)N(C)C(=S)N(C)C2=O)cc1Br	-0.3	-1.1	13	-7
CC(=O)NC(=S)NNC(=O)c1ccccc1O	-1.6	-0.2	76*	30
CCCNc1ncnc2nc(-c3ccc(OC)cc3)[nH]c12	-0.2	-0.6	-8	-3
O=C(Nc1ccccc1F)C1CC2CCC1C2 (stereo not drawn)	-0.1	0.5	-3	-3
COC(CNC(=O)C1CCCN(S(=O)(=O)c2ccc3c(c2)oc(=O)n3C)C1)OC (stereo not drawn)	-0.3	-0.4	5	-1
CN(C)CC(=O)Nc1ccc([N+](=O)[O-])cc1Br	-0.2	1.0	-12	2
COc1ccc(-c2ccc(=O)n(CC(=O)NC3CCc4ccccc43)n2)cc1OC (stereo not drawn)	-0.1	0.4	1	-7
CCOc1ccc(CN2CCOc3ccc(CN4CCN(C(C)=O)CC4)cc3C2)cc1	0.0	0.8	-4	37*
Cc1cc(OC(=O)c2c(F)cccc2Cl)c([N+](=O)[O-])c(=O)[nH]1	0.1	1.7	21	-9
O=C1c2ccccc2C(=O)N1OCc1ccccc1	0.2	1.3	-10	-5
Cc1ccc(-n2nc3c(c2NC(=O)c2ccccc2Br)CSC3)c(C)c1	0.0	-0.3	-6	0
CCOC(=O)c1ccc(S(=O)(=O)N2CCc3ccccc32)cc1	0.0	-0.2	-9	2
N#Cc1ccc(NC(=O)COC(=O)c2ccc(Cl)nc2)cc1	-0.1	-0.5	-13	11
Cc1ccc2nc(NC(=O)c3ccc(Cl)c([N+](=O)[O-])c3)sc2c1	-0.1	0.5	0	-2

Among those listed so far, 8 have bromine:
SMILES	FBW7 act	GPR151 activ	MITF primary	TEAD-YAP block
Cc1ccc(NC(=O)CC2SC(N)=NC2=O)c(Br)c1 (stereo not drawn)	0.0	0.1	2	-8
CC(=O)Nc1cccc(N=Cc2cc(Br)cc(C)c2O)c1	-0.3	0.9	1	10
Cc1cc(NCc2ccc(-n3cncn3)cc2)ccc1Br	0.0	2.7	-6	-4
O=C(CN1C(=O)c2cccc3cccc1c23)Nc1ccc(Br)cc1	0.0	0.2	3	-4
COc1ccc(C2C(C(=O)Nc3ccc(C)cc3Br)c3cc(OC)c(OC)cc3C(=O)N2C)cc1OC (stereo not drawn)	-0.3	-0.5	-8	-2
CCOC(=O)COc1ccc(C=C2C(=O)N(C)C(=S)N(C)C2=O)cc1Br	-0.3	-1.1	13	-7
CN(C)CC(=O)Nc1ccc([N+](=O)[O-])cc1Br	-0.2	1.0	-12	2
Cc1ccc(-n2nc3c(c2NC(=O)c2ccccc2Br)CSC3)c(C)c1	0.0	-0.3	-6	0

Continuation:
SMILES	FBW7 act	GPR151 activ	MITF primary	TEAD-YAP block
C=CCOc1cccc(C(=O)NC(C)c2ccccc2)c1 (stereo not drawn)	0.1	-0.2	5	-5
O=C(CN1C(=O)CC(c2ccccc2)Sc2ccccc21)Nc1ccc(F)cc1F (stereo not drawn)	0.1	-0.6	1	-4
O=C(CSc1cn(CCNC(=O)c2ccc(F)cc2)c2ccccc12)Nc1nccs1	-0.2	2.3	-11	-10
O=c1oc2ccccc2cc1-c1ccccc1	0.4	-2.1	17	-63
COC(=O)[C@@H]1C[C@@H](NC(=O)c2cnsn2)CN1Cc1ccc(SC)cc1	0.1	-1.2	13	-3
Cc1cc(=O)[nH]c(SCC(=O)NC23CC4CC(CC(C4)C2)C3)n1	-0.1	-0.9	9	-1
Nc1nnc(SCC(=O)Nc2ccc(F)c(Cl)c2)n1-c1ccccc1	0.0	0.8	-7	-6
Cc1ccc2nc(NC(=O)CSc3nc4ccccc4[nH]3)sc2c1	-0.5	-0.8	8	5
O=C(COc1ccc(Br)cc1)Nc1cccc(-c2cc3ccccc3oc2=O)c1	0.1	-0.6	14	7
Cc1ccc(NC(=O)C(NC(=O)C(c2ccccc2)c2ccccc2)C(C)C)cc1C (stereo not drawn)	0.0	-0.3	-9	-5
COc1ccc(Cl)cc1NC(=O)Nc1ccc(Cl)cc1	0.6	0.0	11	1
C=CCc1ccccc1OCCOc1ccc(/C=C2/C(=N)N3N=C(CC(C)C)SC3=NC2=O)cc1	0.2	-0.8	13	-18
N=C1C(c2nc3ccccc3c(=O)[nH]2)=C(O)CN1C1CCCCC1	-0.3	-1.6	-8	-8
CCOc1ccc(C2C(C(=O)OCc3ccccc3)=C(C)NC3=C2C(=O)CC(C)(C)C3)cc1 (stereo not drawn)	-0.1	0.2	1	4
Cc1nonc1OCCNCc1c(C(=O)N(C)C)nc2ccc(Cl)cn12	0.0	-0.3	-3	8
N#Cc1ccc(/C=N/Nc2ncc(C(F)(F)F)cc2Cl)cc1	-0.2	4.8	-7	-7
COc1nc(Nc2ccc(N3CCOCC3)cc2)nc(-c2ccc(C(N)=O)cc2)n1	-0.1	0.9	-1	-4
CCOc1ccc2nc(N3C(=O)CC(C)(C)CC3=O)sc2c1	0.0	-0.5	10	-22
COc1ccc(NC(=O)c2ocnc2C)cc1	0.1	-3.9	17	-31
Cc1nnc(CNC(=O)c2cccc(-n3ccc4ccccc43)c2)o1	0.1	3.0	9	12
O=C(CC(NCc1cccnc1)C(=O)O)Nc1ccccc1 (stereo not drawn)	-0.1	0.0	5	5
CC(=O)c1ccc(NC(=O)C(C)Sc2nc3cc4c(cc3cc2C#N)OCO4)cc1 (stereo not drawn)	-0.1	-0.4	7	-3
Cc1ccc(S(=O)(=O)Nc2ccc(Nc3ncnc4sccc34)cc2)cc1[N+](=O)[O-]	0.0	-0.9	-3	-24
CC1Cc2nc(SCC(=O)NCCc3ccccc3)n(Cc3ccccc3)c(=O)c2S1 (stereo not drawn)	-0.3	-0.8	3	-10
O=C(CN1CCC(C(=O)c2ccccc2)CC1)NCc1ccccc1F	-0.1	2.3	8	6
CCOc1cc(CO)cc(Br)c1OCc1ccc(C(=O)O)cc1	-0.1	3.0	-11	-5
Cc1ccc(-c2c3c(nc4sc(C(=O)Nc5ccc(F)cc5)c(N)c24)CCC3)cc1	0.2	-0.8	17	18
C/C(=N/NC(=O)c1nnn(-c2nonc2N)c1-c1ccccc1)c1cccs1	0.2	0.4	4	4
COCCCn1c(-c2cccs2)nc2c(c(=O)c3ccccc3n2C)c1=O	0.0	0.0	-2	-3

Assay outcomes from PubChem BioAssay.
